Compound activity deposited in PubChem BioAssay by several laboratories.
MC4R barr agon: agonists of human melanocortin 4 receptor (MC4R) beta-arrestin; 360,000 tested, 0.98% active; AID 540308; activation, % at 8.9 µM; P32245; U2OS MC4R beta-arrestin complementation, luminescence; percent of melanotan II response, DMSO zero;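 active = activation above a per-plate cutoff, the mean activation of sample wells on that plate plus 3 SD, cut at about 8% in these data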
ABHD5-PLIN5 inh: inhibitors of human ABHD5-perilipin-5 interaction; Split G. princeps luciferase complementation, luminescence, 4 h; 360,000 tested, 0.78% active; Q00G26+Q8WTS1; inhibition, % at 4 µM; AID 602281;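 active = inhibition above the mean inhibition across every tested compound plus 3 SD, cut at about 22% in these data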;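 also: 0% = DMSO only wells and the 100% control is not disclosed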
Target sequence (Q00G26 whole entry, looked up): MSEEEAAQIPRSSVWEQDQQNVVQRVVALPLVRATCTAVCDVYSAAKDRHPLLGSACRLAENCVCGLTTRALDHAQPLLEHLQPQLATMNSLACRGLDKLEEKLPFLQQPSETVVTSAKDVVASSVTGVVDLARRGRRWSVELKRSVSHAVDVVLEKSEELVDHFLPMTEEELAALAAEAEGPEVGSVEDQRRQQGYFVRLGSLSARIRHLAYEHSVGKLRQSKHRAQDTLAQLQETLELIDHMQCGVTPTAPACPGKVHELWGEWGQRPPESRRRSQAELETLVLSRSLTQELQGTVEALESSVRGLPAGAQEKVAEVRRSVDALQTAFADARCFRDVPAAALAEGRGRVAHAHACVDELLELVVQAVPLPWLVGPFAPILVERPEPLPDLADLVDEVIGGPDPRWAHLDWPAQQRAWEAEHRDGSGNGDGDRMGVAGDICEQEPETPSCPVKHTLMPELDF
Target sequence (Q8WTS1 whole entry, looked up): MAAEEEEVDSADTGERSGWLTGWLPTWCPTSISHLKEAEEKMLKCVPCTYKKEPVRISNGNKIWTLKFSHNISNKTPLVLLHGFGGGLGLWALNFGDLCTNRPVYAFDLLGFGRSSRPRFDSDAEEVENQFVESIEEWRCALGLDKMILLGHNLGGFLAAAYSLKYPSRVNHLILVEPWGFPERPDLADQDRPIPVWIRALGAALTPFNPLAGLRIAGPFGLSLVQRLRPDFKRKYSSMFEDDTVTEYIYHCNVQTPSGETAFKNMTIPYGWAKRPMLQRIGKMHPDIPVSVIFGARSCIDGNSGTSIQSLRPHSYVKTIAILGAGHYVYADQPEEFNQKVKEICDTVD
MC4R antag cAMP: human MC4R antagonism in cAMP assay; P32245; AID 540295; 360,000 tested, 0.48% active; MC4R-expressing cells, MTII-stimulated cAMP, LANCE TR-FRET; inhibition, % at 6.5 µM;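 active = inhibition above its plate's cutoff, the mean of tested wells on that plate plus 3 SD, cut at about 29% in these data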;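 also: 0% = Melanotan II alone and 100% = Melanotan II plus saturating MCL0020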
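Assay system: U2OS cells stably expressing human melanocortin 4 receptor (MC4R) / Dosing: 6.5 µM / Timing: compound 30 min, challenge 1 h, detection 1 h / Measured by: Eu-cAMP/anti-cAMP TR-FRET, emission 671 nm / Replicates: singlicate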
N-glyco inh: blocks N-linked glycosylation in D54 reporter cells; D54 ERlucT glycosylation luciferase reporter, 24 h; percent of 100 nM tunicamycin response; reporter increase, % at 12.5 µM; 360,000 tested, 0.23% active; AID 588692;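 active = mean luciferase reporter signal, scaled so untreated is 0 and the glycosylation-blocking control 100, at or above a set limit in every replicate; inconclusive = mean reaches the limit but not every replicate does; inactive = mean below the limit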;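 also: luciferase carries N-glycosylation sites so blocking glycosylation raises the light; 0% = median of neutral control wells and 100% = median of 100 nM tunicamycin wells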
NOD2 RIPK2 PPI: inhibitors of human NOD2-RIPK2 interaction. CHO BLA complementation NOD2-RIPK2, CCF4 ratio. inhibition, % at 4.98 µM. 360,000 tested, 0.38% active. AID 624267; in the data active = inhibition above about 21%;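 also: 0% = vehicle only and 100% = reference blocker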
aDG glyco act: alpha-DG glycosylation activation | Pro5-aDG cells, alpha-DG glycosylation AlphaScreen (IIH6); 0% Pro5, 100% B10-LARGE cell signal | activation, % at 10 µM | 360,000 tested, 0.22% active | AID 624168;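 active = activation of at least 8% versus controls, or a plate z-score of at least 8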;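 also: Pro5 are CHO cells carrying HIG-tagged alpha-DG that lacks glycosylation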
Exocytosis inh: blocks lytic granule exocytosis. TALL-104 LAMP-1 surface exposure, flow cytometry; cells stimulated with thapsigargin and PMA. inhibition, % at 10 µM. 360,000 tested, 0.66% active;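 active = inhibition above about 55%, limit read from the data; inconclusive = no clear call, values can overlap the other calls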
TLR9-MyD88 inh: inhibitors of human TLR9-MyD88 binding. Q9NR96+Q99836. 340,000 tested, 0.21% active. CHO BLA complementation TLR9-MyD88, CCF4 FRET ratio. inhibition, % at 4.98 µM;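 active = inhibition above the mean over all tested compounds plus 3 SD, cut at about 21% in these data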;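 also: 0% = DMSO only wells and 100% = clavulanate BLA inhibitor control wells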
Vif inh: HIV Vif inhibition | HEK293T cells, Vif self-association by quenched fluorescence, imaging, 24 h | inhibition, % at 7.49 µM | 340,000 tested, 0.35% active; in the data active = inhibition above about 50%, passing the limit was not always enough; inconclusive = no clear call, values can overlap the other calls; inactive = below about 31%; also: some results filed as inactive read as strong as hits
ABCB6 inh 2: inhibitors of human ABC transporter ABCB6 | Q9NP58 | AID 602162 | fluorescence ratio to DMSO, % at 10 µM | 360,000 tested, 0.19% active | K562-ABCB6 porphyrin accumulation, flow cytometry, 1 h; active compounds read low;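 active = fluorescence ratio to DMSO below 75%, the collection mean minus 3 SD; inconclusive = too few cells collected in the well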;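 also: signal is porphyrin accumulated inside mitochondria; 100% equals median channel fluorescence of DMSO control wells; lower ratio means ABCB6 inhibition with less porphyrin fluorescence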
* = called active by the depositor; ? = inconclusive; . = not tested or not shown.

SMILES | MC4R barr agon | ABHD5-PLIN5 inh | MC4R antag cAMP | N-glyco inh | NOD2 RIPK2 PPI | aDG glyco act | Exocytosis inh | TLR9-MyD88 inh | Vif inh | ABCB6 inh 2
CC1=C(C#N)C2(O)C(=O)c3ccccc3C2(O)N1 (configuration not stated) | -1.8 | 1 | 12 | 0 | 5 | 0.1 | -2 | 0 | -4 | 96
CC1=C(C)CC(C(=O)NNC(=O)c2csc(C)c2C)C(C(=O)O)C1 (configuration not stated) | -1.1 | -1 | 1 | -2 | -8 | 0.0 | 4 | 7 | 9 | 94
COCCNC(=O)Cn1cnc2sc(C)c(S(=O)(=O)N3CCC(C)CC3)c2c1=O | 0.8 | -5 | 3 | 1 | -7 | 0.1 | 0 | -1 | 7 | 101
COC(=O)C1=C(C)N(c2ccc(F)c(Cl)c2)C(=O)C1 | -1.3 | 2 | 3 | 9 | 2 | 0.2 | -2 | -3 | -14 | 106
Cn1c(=O)c2c(ncn2CC(=O)N2CCN(c3cccc(Cl)c3)CC2)n(C)c1=O | 1.0 | 2 | 15 | 1 | 2 | 0.1 | -2 | -14 | . | 100
Cc1ccc(CNC(=O)c2cc(C)nn2-c2ccccc2)cc1 | -0.9 | -2 | 15 | 1 | 6 | 0.0 | -5 | -9 | 5 | 99
Cc1noc(C)c1CSc1nc2ccccc2s1 | -2.1 | -11 | -5 | 2 | -13 | -0.2 | 1 | 4 | 10 | 89
O=C(CCOc1ccccc1)Nc1ccnn1C1CCN(Cc2ccc(F)cc2)CC1 | 0.5 | -1 | 10 | -1 | -5 | 0.1 | 0 | -1 | -4 | 93
CCN(CC)c1ccc(S(=O)(=O)N2CCOCC2)cc1NC(=O)COC(=O)/C=C/c1ccco1 | 0.2 | 9 | 18 | 1 | 5 | 0.0 | 0 | 4 | 6 | 83
Cc1cc(C)n2c(SCC(=O)N(CCC#N)c3ccc4c(c3)OCCO4)nnc2n1 | 1.4 | 5 | 4 | -6 | -4 | -0.2 | 1 | 0 | . | 94
O=C(CC(c1ccc(F)cc1)c1ccco1)N1CCCC1 (configuration not stated) | -1.4 | 7 | 12 | 1 | -9 | -0.2 | -4 | 9 | ? | 104
CCOc1ccc2nc(N3CCOCC3)nc(C)c2c1 | 1.5 | -3 | 7 | -4 | -1 | 0.7 | -2 | -9 | 7 | 119
O=C(Cn1c(=O)oc2cc(S(=O)(=O)N3CCCC3)ccc21)NCc1ccccn1 | -1.2 | 6 | 8 | -1 | -19 | -0.1 | 8 | 5 | 2 | 104
CCC1CCC2(CC1)NC(=O)N(CC(=O)NCc1ccccc1Cl)C2=O (configuration not stated) | -0.1 | 3 | -1 | 2 | -8 | 0.0 | -25 | -7 | 2 | 99
Cc1nc2ncc(Br)cc2[nH]1 | -0.2 | -6 | -1 | 2 | -7 | 0.0 | 16 | -15 | -1 | 102
O=[N+]([O-])c1ccc(C2=NN(CCO)C(=Nc3ccc(OC(F)(F)F)cc3)SC2)cc1 | 1.0 | -1 | -5 | 0 | 3 | -0.2 | 37 | 8 | -6 | 94
COCCCn1c(=N)c(C(=O)NCC2CCCO2)cc2c(=O)n3ccccc3nc21 (configuration not stated) | 0.2 | 1 | 3 | 1 | -25 | 0.9 | 0 | -16 | 7 | 94
CCN(C1CCS(=O)(=O)C1)S(=O)(=O)c1cccs1 (configuration not stated) | 1.0 | 3 | 9 | -1 | -6 | 0.1 | -2 | -2 | 1 | 96
CN1CCN(S(=O)(=O)c2cccc(C(=O)N3CCN(c4ccccc4)CC3)c2)CC1 | -1.8 | 4 | 13 | -1 | -4 | 0.0 | -13 | -15 | 6 | 93
Cc1cc(-c2nnc3n2CCCCC3)c(C)n1-c1ccccc1 | -1.1 | 5 | -6 | -1 | -12 | -0.1 | -3 | -4 | 1 | 98
O=C(NC(=S)N1CCN(c2ccc(O)cc2)CC1)c1cccs1 | 2.6 | 3 | -7 | 0 | -8 | 0.4 | -2 | -3 | -4 | 85
COc1ccc(C(C)=O)cc1COC(=O)Cn1cnc2ccccc2c1=O | -1.8 | 0 | 9 | 2 | 0 | -0.2 | -1 | 0 | -14 | 90
COc1cccc(-c2cccc(NC(=O)C3CCN(CCCn4cccn4)CC3)c2)c1 | -1.3 | -8 | 21 | 0 | -9 | -0.1 | -13 | -2 | . | 104
COc1ccc2nc(C)c3cc(C)oc3c2c1 | -0.5 | -3 | -1 | 0 | 0 | 0.2 | 1 | -2 | -10 | 97
CC(C)Cn1c(-c2cccc(S(=O)(=O)N3CCOCC3)c2)n[nH]c1=S | -2.9 | -9 | 2 | 1 | 2 | 0.1 | 0 | 1 | -2 | 98
C=CCSc1nc(N)c(C(=O)Nc2ccccc2)cc1C#N | 6.5 | -8 | 0 | -2 | 1 | 0.5 | 5 | -6 | -9 | 108
Cc1oc(C(C)(C)C)cc1C(=O)NC(Cc1ccccc1)C(=O)O (configuration not stated) | -1.9 | -4 | -1 | 2 | -8 | -0.2 | 9 | -4 | 4 | 100
COc1cc(C(=S)N2CCOCC2)ccc1OS(=O)(=O)c1ccc(C)cc1 | -1.5 | -2 | 2 | -1 | -3 | 0.1 | -4 | -8 | 2 | 96
COc1ccccc1N1CCN(c2ccc(S(=O)(=O)N3CCN(C)CC3)cn2)CC1 | 0.6 | 4 | -1 | 3 | -12 | -0.1 | -1 | 7 | 4 | 99
CC1(c2ccccc2)NC(=O)N(CC(=O)NNC(=O)c2ccccc2)C1=O (configuration not stated) | 0.6 | 0 | 6 | 2 | -5 | -0.6 | -1 | -4 | 9 | 94
Cc1ccc(NC(=O)C2CCCN(c3cnccn3)C2)c(C)c1 (configuration not stated) | -1.6 | -2 | 8 | 2 | -14 | -0.1 | -2 | -5 | 7 | 95
CC(OC(=O)CN1C(=O)NC2(CCCC2)C1=O)c1ccc(F)cc1 (configuration not stated) | -0.4 | 8 | 0 | 3 | -12 | -0.4 | 0 | -2 | ? | 103
Cc1ccc(OCC(=O)N2CCN(C(=O)c3ccco3)CC2)cc1 | -0.9 | -2 | 14 | -1 | -4 | 0.3 | 14 | -1 | 2 | 98
COc1ccccc1CN(C)C(=O)C1COc2ccccc2O1 (configuration not stated) | -1.2 | -9 | -2 | -2 | -1 | 0.1 | 0 | 4 | -10 | 95
Cc1ccc(NS(=O)(=O)c2ccc(NC(=O)c3ccc(Br)o3)cc2)c(C)c1 | -0.6 | -1 | -2 | -6 | 1 | 0.4 | 0 | -9 | -8 | 91
O=C1[C@@H]2Cc3c([nH]c4ccccc34)CN2C(=O)CN1CCCO | -2.3 | -14 | 6 | 1 | 1 | 0.1 | 14 | 1 | -8 | 100
O=C(COC(=O)c1ccc(O)cc1)Nc1ccc(S(=O)(=O)N2CCOCC2)cc1 | -2.0 | -6 | 12 | -2 | 0 | -0.4 | -4 | -3 | 4 | 102
O=C1CN(C(=O)COc2ccc([N+](=O)[O-])cc2Cl)c2ccccc2N1 | -0.4 | -2 | 7 | 6 | 5 | -0.2 | 9 | -8 | -2 | 98
O=C(Nc1ccc(N2CCOCC2)cc1)c1cc(-c2ccncc2)nc2ccccc12 | -1.9 | -1 | 4 | -3 | -10 | -0.4 | -1 | 3 | -2 | 94
CC(=O)c1cccc(-c2cnc3c(NC=O)cc(-c4ccc(C(=O)N5CCOCC5)cc4)cn23)c1 | 6.4 | 5 | -8 | -6 | -12 | -0.1 | 3 | . | 8 | 96
CCC(C)n1c(SC(C)C#N)nc2ccccc2c1=O (configuration not stated) | 3.4 | -4 | 15 | 4 | -4 | 0.1 | 2 | 7 | 9 | 105
Cc1ccc(N2CC(C(=O)Nc3nnc(SCC(N)=O)s3)CC2=O)cc1C (configuration not stated) | 2.6 | -5 | 1 | 3 | -8 | -0.3 | -2 | 10 | 25 | 100
Cc1nc(C)c(C(=O)OCC(=O)Nc2ccccc2SCC#N)s1 | 0.1 | 2 | 2 | -1 | -1 | 0.1 | 1 | -7 | 20 | 272
O=C(CCNC(=O)c1ccc([N+](=O)[O-])cc1)Nc1nccs1 | 2.7 | -2 | 20 | 1 | -4 | -0.1 | 0 | -4 | 0 | 96
Cc1ccc(C(CC(=O)NCCCN(C)C)c2ccc(OC(C)C)cc2)cc1 (configuration not stated) | -1.0 | 4 | -2 | -1 | -7 | -0.2 | 45 | 11 | -1 | 104
Cc1nc([N+](=O)[O-])c(Br)n1CC(=O)c1ccc(Br)cc1 | 0.1 | 20 | 1 | 7 | 13 | -0.2 | -1 | 0 | 21 | 95
CCCCCSc1nc2c(cnn2-c2ccc(F)cc2)c(=O)[nH]1 | -1.6 | 2 | -1 | -1 | 2 | 0.2 | -2 | 8 | 11 | 100
O=C(OCC(=O)N1CCCCCC1)c1ccc(F)cc1F | -2.1 | 2 | 4 | 2 | -3 | 0.0 | 10 | 2 | 3 | 99
COCCNC(=O)CSc1ccccc1C(=O)NCC1CCCCC1 | 0.9 | -1 | -1 | -1 | 9 | 0.0 | -5 | -3 | 1 | 99
Cc1cccc(N2CC(C(=O)O)CC2=O)c1 (configuration not stated) | -0.5 | 0 | -6 | 0 | -9 | 0.0 | 0 | 2 | -2 | 98
CCOC(=O)c1cnc2[nH]c3ccccc3n2c1=O | 0.0 | -4 | 7 | 0 | -2 | -0.1 | 2 | 6 | -5 | 99
COc1ccc(C(=O)NC(=S)NC(C)C)cc1Br | 4.1 | -7 | -5 | 2 | 3 | 0.2 | 0 | 9 | . | 98
O=C(NCc1ccccc1)c1ccc(-c2ccc(F)c(F)c2)c2ccoc12 | 1.5 | -9 | 13 | -5 | -4 | 0.9 | -2 | . | -1 | 92
CCc1cc2c(=O)c(-c3nc(C)cs3)coc2cc1O | 6.4 | 3 | 13 | 3 | 8 | 0.1 | -4 | -1 | -3 | 102
COc1cccc(N2CCN(S(=O)(=O)c3ccc4c(c3)NC(=O)C(C)C(=O)N4)CC2)c1 (configuration not stated) | -0.8 | -4 | -5 | -1 | -12 | -0.2 | -17 | -6 | 0 | 101
Fc1cccc(CSc2nnc3c(n2)[nH]c2ccccc23)c1 | 0.7 | -4 | 1 | -2 | -2 | 0.5 | -2 | 1 | -12 | 89
COc1ccc2c(N)c(C(=O)NN)[nH]c2c1 | -1.2 | -3 | -3 | 2 | 2 | -0.2 | -2 | 5 | -12 | 92
COC(=O)c1ccccc1NC(=O)COC(=O)c1ccccc1N=Nc1ccc(N(C)C)cc1 | -4.2 | 6 | 1 | -10 | -5 | 0.2 | 0 | 12 | 0 | 87

Only part of the results is shown (hit frequency here may not be typical).
